High-throughput results: PubChem, several laboratories
NTR1 agonist = NTR1-driven beta-arrestin-GFP spot formation – imaging, U2OS cells, high content, primary screen (AID 493036). P30989. agonist mode. activation, % at 20 µM. 0.17% of 330,000 active;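 active means activation at or above 40% of the spot to cytoplasm intensity ratio, with at least 20 cells analyzed; inconclusive means wells under 20 cells, flagged as cytotoxic or low count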;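 further: 0% = DMSO without peptide and 100% = 100 nM NTR1 peptide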
Target sequence (P30989 whole entry, looked up): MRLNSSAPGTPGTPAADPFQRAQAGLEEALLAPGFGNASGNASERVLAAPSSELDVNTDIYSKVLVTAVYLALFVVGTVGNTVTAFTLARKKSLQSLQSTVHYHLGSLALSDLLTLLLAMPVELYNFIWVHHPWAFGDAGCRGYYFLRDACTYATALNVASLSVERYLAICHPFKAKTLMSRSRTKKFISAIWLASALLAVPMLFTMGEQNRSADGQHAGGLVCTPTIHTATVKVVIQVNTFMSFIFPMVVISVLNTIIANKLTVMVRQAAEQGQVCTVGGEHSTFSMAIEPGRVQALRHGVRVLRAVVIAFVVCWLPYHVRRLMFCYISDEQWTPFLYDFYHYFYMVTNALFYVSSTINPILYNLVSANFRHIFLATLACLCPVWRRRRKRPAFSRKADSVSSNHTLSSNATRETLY
Rac1 GTP hydrolysis = MgcRacGAP GTPase-activating activity inhibitors, confirmation, biochemical, ADP Hunter fluorescence. MgcRacGAP-stimulated Rac1 GTP hydrolysis, ADP Hunter fluorescence; higher % means a stronger effect; GST-tagged Rac1 F28L mutant substrate. one-dose inhibition, % at 30 µM; IC50 in µM for titrated hits. 0.6% of 340,000 active. AID 624330;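 active means first-screen hits whose inhibition reached a set limit at any dose in the follow-up dose series; inconclusive means inhibition above the set first-screen limit but never retested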;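 further: fluorescence reports GDP produced by GAP-driven GTP hydrolysis; strong numbers were not always called active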
SIAH1 antagonists = Siah-1 peptide-binding antagonists, primary screen, biochemical, fluorescence polarization, rhodamine-plectin, uHTS (AID 1817) | Siah-1 / rhodamine-plectin peptide fluorescence polarization; higher % means a stronger effect | displacement, % at 20 µM; hits with a dose series show IC50 in µM | 0.02% of 290,000 active;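 active means displacement of at least 50% at 20 µM, with a fluorescence ratio check between 0.3 and a set limit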;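 further: plate controls were Siah plus tracer with DMSO for no effect and tracer alone without Siah for full effect; strong numbers were not always called active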
RSV CPE inhibition = inhibition of RSV-induced cytopathic effect – HEp-2 cells, primary 10 µM value included (AID 2391). HEp-2 cells, RSV-induced CPE inhibition; higher % means a stronger effect. CPE inhibition, % at 10 µM; hits with a dose series show IC50 in µM. 0.13% of 310,000 active; in the data active means a potency from the dose series; inconclusive means CPE inhibition mostly from about 23% at the one dose, without a potency; inactive means the rest, 99 in 100 with CPE inhibition below about 21%; further: strong numbers were not always called active
West Nile virus CPE = West Nile virus antiviral activity, cell-based, CPE readout (AID 1621). West Nile virus-infected cells, CPE inhibition; higher % means a stronger effect. CPE inhibition, % at 10 µM; hits with a dose series show IC50 in µM. 0.02% of 290,000 active; in the data active means a potency from the dose series; inconclusive means CPE inhibition mostly from about 3.7% at the one dose, without a potency; inactive means the rest, 99 in 100 with CPE inhibition below about 2.2%; further: strong numbers were not always called active
SV40 large T antigen = SV40 large T antigen inhibitors, biochemical (AID 1903) | SV40 large T antigen ATPase/helicase inhibition assay; higher % means a stronger effect | inhibition, % at 20 µM, or IC50 in µM where a hit was titrated | 0.39% of 310,000 active; in the data active means a potency from the dose series; inconclusive means inhibition mostly from about 32% at the one dose, without a potency; inactive means the rest, 99 in 100 with inhibition below about 32%; further: strong numbers were not always called active
Dengue-2 NS5 capping = Dengue-2 NS5 methyltransferase inhibitors, primary screen, biochemical, confirmation dose response (AID 588689); Dengue-2 NS5 methyltransferase capping enzyme assay, biochemical; higher % means a stronger effect; inhibition, % at 25 µM, or IC50 in µM where a hit was titrated; 0.3% of 340,000 active; in the data active means a potency from the dose series; inconclusive means inhibition above about 29% without an active follow-up result
K1F lysis inhibition = protection from phage-mediated lysis, alamar blue read-out – E. coli UTI89, K1F phage, bacterial capsule biogenesis inhibitors (AID 488966). 0.02% of 340,000 active. inhibition, % at 100 µM; hits with a dose series show IC50 in µM. E. coli UTI89 K1F phage lysis, alamar blue, 2 h; higher % means a stronger effect;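 active means phage lysis inhibition, versus mean bacterial control, above a set limit; inconclusive means no clear call, values can overlap the other calls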;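 further: capsule biogenesis inhibitors block K1F phage lysis so surviving cells raise fluorescence; higher fluorescence means more inhibition of phage lysis; actives were called in the ten point dose series up to 300 µM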
AID2073 = disruptors of CaV2.2 binding to Mint1 – biochemical, HTRF (AID 2073); HTRF protein-protein interaction, Mint1-CaV2.2; higher % means a stronger effect; one-dose inhibition, % at 20 µM; IC50 in µM for titrated hits; 0.19% of 290,000 active; in the data active means inhibition mostly above about 51%, no sharp cut-off; inconclusive means no clear call, values can overlap the other calls; inactive means mostly below about 53%; further: some results filed as inactive read as strong as hits
NTR1 agonist cell count 20 µM = also measured in NTR1 agonist; calls as there; cell count; measured here: cell count, cytotoxicity flag
The depositor's hits bear a star; ? = inconclusive; . = not tested or not shown; [ ] = dose if it differs, or a comment.

SMILES	NTR1 agonist	NTR1 agonist cell count 20 µM	Rac1 GTP hydrolysis	SIAH1 antagonists	RSV CPE inhibition	West Nile virus CPE	SV40 large T antigen	Dengue-2 NS5 capping	K1F lysis inhibition	AID2073
O=C(NCc1ccco1)C1OCCc2ccccc21 (stereo not drawn)	1.5	59	10%	1%	-0.1%	0.0%	14%	7%	0.1%	7%
CCOc1ccc(NC(=O)CCc2nnc3ccc(N4CCC5(CC4)OCCO5)nn23)cc1	-0.8	48	4%	0%	0.6%	0.1%	5%	10%	0.2%	-4%
Cc1cccc(CSCc2ccc(C(=O)O)o2)c1	-0.5	65	5%	1%	-1.2%	0.2%	-10%	2%	0.0%	14%
CCOC(CNC(=O)CN1C(=O)COc2ccc(S(=O)(=O)N3CC(C)CC(C)C3)cc21)OCC (stereo not drawn)	-2.9	63	7%	1%	0.4%	-0.5%	.	-2%	3.8%	-3%
CN(C)C(=O)c1ccc(NC(=O)COC(=O)CC23CC4CC(CC(Br)(C4)C2)C3)cc1	1.5	47	5%	.	-1.6%	.	6%	1%	0.9%[50 µM]	.
CC1(c2nnc(-c3ccccc3)o2)CC(c2ccc(F)cc2)=NO1 (stereo not drawn)	1.2	64	5%	12%	1.9%	-0.1%	5%	-4%	0.6%	2%
Cc1ccc(NC(=O)CN2C(=O)CCS(=O)(=O)c3ccccc32)cc1Cl	0.0	51	12%	-5%	3.2%	-0.1%	3%	5%	0.2%	-5%
Fc1ccc(CSc2nnc(-c3cc4c(s3)-c3ccccc3CC4)o2)cc1	3.2	65	3%	-3%	3.9%	-0.4%	-5%	-12%	-0.3%	12%
Cc1ccsc1/C=N/NC(=O)Cc1ccc(Cl)cc1	1.2	60	16%	-2%	5.5%	0.2%	10%	0%	0.7%[50 µM]	-2%
Cn1c(/C(C#N)=C/c2ccncc2)nc2ccccc21	-0.1	76	9%	0%	1.5%	0.4%	.	0%	0.0%	10%
Cc1nnc(SCc2nc3sc4c(c3c(=O)[nH]2)CCCC4)[nH]c1=O	0.1	56	5%	-4%	0.5%	-0.4%	13%	-16%	0.2%	4%
CCOC(=O)c1cccc(-c2c(-c3ccccc3)ncc3cc(OC)c(OC)cc23)c1	6.8	61	6%	.	27%	.	.	-2%	2.1%	.
CC1CCCC(NC(=O)COC(=O)c2sc3ccccc3c2Cl)C1C (stereo not drawn)	3.1	66	1%	-12%	2.0%	0.0%	5%	3%	2.6%[50 µM]	4%
Cc1ccc(C2=NNC(=O)C(c3c[nH]c4ccccc34)C2)cc1 (stereo not drawn)	-0.3	44	8%	1%	-0.6%	-0.3%	21%	-4%	-0.3%	14%
CCCCCC1CC(CC(=O)Nc2nncs2)C(=O)O1 (stereo not drawn)	-2.1	89	1%	3%	0.6%	0.4%	-5%	2%	-0.6%	-7%
CN(CC(=O)Nc1cccc(F)c1)C(=O)c1ccc(N2CCCCC2)c([N+](=O)[O-])c1	4.6	63	7%	.	5.6%	.	9%	2%	0.6%[50 µM]	.
O=C(O)C(Cc1c[nH]c2ccccc12)N1CCS(=O)(=O)CC1 (stereo not drawn)	0.1	87	-2%	-2%	1.0%	0.1%	4%	11%	0.7%	-2%
Cc1ccc(C2=NS(=O)(=O)N(C)C(C(=O)Nc3cc(C)n(CC(=O)N4CCCCC4)n3)=C2)cc1	1.5	62	8%	-1%	1.8%	-0.5%	8%	2%	1.9%	2%
CN(C)c1ccc(/C=C2\C(=N)N3C(=NC2=O)Sc2cc(S(C)(=O)=O)ccc23)cc1	4.7	46	.	12%	1.0%	0.1%	22%	.	.	36%
COc1ccc(Cl)cc1S(=O)(=O)N1CCN=C1Cc1ccccc1	0.2	53	6%	8%	0.1%	-0.1%	14%	6%	0.0%[50 µM]	16%
O=C(CCNC(=O)c1ccc([N+](=O)[O-])cc1)Nc1ccc(Cl)c(S(=O)(=O)N2CCOCC2)c1	0.7	91	3%	.	1.4%	.	.	-2%	0.9%[50 µM]	.
CCOc1ccc(-n2c(C)cc(/C=C3/C(=N)N4C(=NC3=O)SN=C4S(C)(=O)=O)c2C)cc1	3.5	91	3%	32%	12%	0.3%	16%	-7%	?	61%
COc1ccc(CN(C)CC(=O)N(C)CC(=O)Nc2ccccc2Br)cc1F	-3.0	49	5%	.	-0.1%	.	.	-5%	0.4%[50 µM]	.
CC(NS(=O)(=O)c1ccc2c(c1)C(C)(C)C(=O)N2C)c1ccccc1 (stereo not drawn)	3.2	56	3%	0%	-0.1%	0.2%	.	-11%	6.2%	0%
Cc1ccc(S(=O)(=O)Nc2ccnc3ccccc23)cc1	-0.7	92	5%	-2%	0.9%	-0.1%	3%	0%	0.2%	0%
Cc1cc(OC(=O)c2ccc(Cl)cc2Cl)c([N+](=O)[O-])c(=O)[nH]1	4.1	57	5%	4%	2.8%	-0.6%	.	-6%	-0.1%	-9%
C/C(=N\NC(=O)c1c(Cl)cnn1C)c1cccc(NC(=O)c2ccc(C)cc2)c1	11	52	3%	5%	0.8%	0.0%	9%	-5%	-0.2%	-4%
CCOC(=O)c1c(C)[nH]c(C(=O)COC(=O)c2[nH]c(C)c(C(C)=O)c2C)c1C	3.3	79	9%	-2%	-0.8%	-0.1%	4%	-5%	2.2%	24%
CC(CN1CCCCC1)OC(=O)COc1ccc(Br)cc1 (stereo not drawn)	0.0	51	4%	4%	1.6%	-0.3%	15%	3%	-0.7%	-4%
O=C(CCC1CCCN(Cc2ccc3c(c2)CCO3)C1)NCc1ccc(F)c(F)c1 (stereo not drawn)	-1.3	75	3%	3%	0.5%	-0.5%	5%	-12%	0.3%	-16%
CCOc1cc2[nH]c(=S)n(Cc3ccc(C(=O)O)cc3)c(=O)c2cc1OCC	1.7	81	12%	-1%	1.8%	1.6%	7%	-9%	-1.2%[50 µM]	-15%
COc1ccc(/C=N/NC(=O)c2cc(OC)c(OC)c(OC)c2)cc1CN1CCc2cc(OC)c(OC)cc2C1C (stereo not drawn)	0.0	45	-4%	1%	-0.5%	0.1%	-4%	-4%	-0.3%	3%
C=CCNC(=O)C1CC(=O)N(c2ccc(OCC(=O)N3CCCC3)cc2)C1 (stereo not drawn)	-0.2	51	0%	5%	0.9%	-0.4%	8%	4%	-0.1%	0%
COC(=O)COc1ccc(C2NC(=O)NC(C)=C2C(=O)NCc2ccccc2)cc1OC (stereo not drawn)	-1.1	59	6%	2%	1.8%	-0.1%	-2%	-10%	1.7%	1%
CN1CCN(C(=O)c2ccc(-n3cccn3)nc2)CC1	3.1	56	1%	1%	0.8%	0.2%	6%	2%	1.1%	-3%
C(CCCN1CCCCC1)CCN1CCCCC1	0.1	47	3%	.	1.3%	.	16%	-2%	0.1%	.
O=C(C1=C(O)C(=O)N(CCN2CCOCC2)C1c1cccc([N+](=O)[O-])c1)c1cccs1 (stereo not drawn)	-1.1	91	6%	-1%	0.5%	1.8%	13%	0%	0.4%	6%
Cc1cccc(OCC(=O)Nc2cc(S(=O)(=O)N3CCCCC3)ccc2N2CCN(C)CC2)c1	5.6	51	9%	-3%	-1.0%	-0.4%	8%	0%	0.0%	0%
COC(=O)c1sc2ccccc2c1-n1cccc1C(=O)C(=O)Nc1ccc(C)cc1	-0.9	55	2%	0%	-0.5%	1.2%	6%	-6%	1.1%	3%
COc1ccc(N(CC(=O)Nc2ccc3c(c2)OCO3)S(=O)(=O)c2ccccc2)cc1OC	-0.2	60	1%	-1%	0.8%	0.0%	4%	4%	-0.2%	-12%
COc1cccc(N(CC(=O)NC2CCCCC2)C(=O)CCC(=O)Nc2nccs2)c1	-0.3	55	2%	4%	0.9%	-0.7%	1%	-12%	0.2%	9%
CC1(C)Cc2c(c(N3CCOCC3)nc3sc(C(=O)Nc4ccccc4)c(N)c23)CO1	4.3	79	6%	5%	2.0%	-0.2%	12%	-5%	0.5%	29%
O=C1CC(C(=O)Nc2ccc(Cl)cc2)n2ncnc2N1 (stereo not drawn)	-0.5	54	5%	6%	3.3%	-0.1%	4%	-2%	0.4%	6%
O=C(c1ccc(OC2CCN(Cc3ccccn3)CC2)cc1)N1CCCCCC1	-0.9	60	4%	9%	-1.4%	-0.8%	13%	-3%	0.6%	-5%
COc1ccc(NS(=O)(=O)c2cccc(C(=O)NCC(c3ccco3)N3CCCCC3)c2)cc1 (stereo not drawn)	-1.1	59	5%	.	-1.2%	.	14%	3%	0.9%[50 µM]	.
O=C(Nc1ccc(N2CCOCC2)cc1)c1cccc(S(=O)(=O)N2CCCCCC2)c1	-0.6	54	5%	-6%	5.9%	-1.7%	-5%	-7%	0.0%	21%
O=C(CNC(=O)c1cccc(Cl)c1)NCC(c1cccs1)N1CCOCC1 (stereo not drawn)	2.3	93	-1%	.	1.8%	.	.	11%	-0.6%[50 µM]	.
CCc1nn2c(=O)cc(COC(=O)c3ccc(SC)cc3OC)nc2s1	2.1	60	4%	.	3.7%	.	.	1%	0.6%[50 µM]	.
C#CCOCCOCCOCCNc1nc(N2CCN(C(=O)C([C@@H](C)O)n3cc([C@@H](N)CCCCN)nn3)CC2)nc(N2CCN(C(=O)[C@H](CO)n3cc([C@@H](N)C(C)C)nn3)CC2)n1 (stereo partly drawn)	-1.0	44	40%	.	.	.	.	-1%	1.1%	.

Part of the list above, with two lines to a compound:
Second line of a record – NTR1 agonist	NTR1 agonist cell count 20 µM	Rac1 GTP hydrolysis	SIAH1 antagonists	RSV CPE inhibition	West Nile virus CPE	SV40 large T antigen	Dengue-2 NS5 capping	K1F lysis inhibition	AID2073
O=C1CC(C(=O)Nc2ccc(Cl)cc2)n2ncnc2N1 (stereo not drawn)
  -0.5	54	5%	6%	3.3%	-0.1%	4%	-2%	0.4%	6%
O=C(c1ccc(OC2CCN(Cc3ccccn3)CC2)cc1)N1CCCCCC1
  -0.9	60	4%	9%	-1.4%	-0.8%	13%	-3%	0.6%	-5%
COc1ccc(NS(=O)(=O)c2cccc(C(=O)NCC(c3ccco3)N3CCCCC3)c2)cc1 (stereo not drawn)
  -1.1	59	5%	.	-1.2%	.	14%	3%	0.9%[50 µM]	.
O=C(Nc1ccc(N2CCOCC2)cc1)c1cccc(S(=O)(=O)N2CCCCCC2)c1
  -0.6	54	5%	-6%	5.9%	-1.7%	-5%	-7%	0.0%	21%
O=C(CNC(=O)c1cccc(Cl)c1)NCC(c1cccs1)N1CCOCC1 (stereo not drawn)
  2.3	93	-1%	.	1.8%	.	.	11%	-0.6%[50 µM]	.
